Pin1 inh: inhibitors of human Pin1; Q13526; Pin1 FP peptide displacement, HiFluor488, 10 min; Potency, µM (series often up to 115 µM), without a hit: top-dose activity, negative = inhibition, actives largely listed as inhibitors; 390,000 tested, 0.009% active; AID 504891; active = well fitted inhibition curve with a large enough effect in the polarisation, with a control signal flat, not every such curve was filed as active; inconclusive = small, poorly fitted or top-dose-only effect, or effect the other way, or a change in a side signal; inactive = no such curve, though single readings can be large or run the other way; the % refers to the polarisation; note: potency is the fitted concentration of half-maximal effect; % is set by controls: 0 for no effect and ±100 for the full control effect
Target sequence (Q13526 whole entry, looked up): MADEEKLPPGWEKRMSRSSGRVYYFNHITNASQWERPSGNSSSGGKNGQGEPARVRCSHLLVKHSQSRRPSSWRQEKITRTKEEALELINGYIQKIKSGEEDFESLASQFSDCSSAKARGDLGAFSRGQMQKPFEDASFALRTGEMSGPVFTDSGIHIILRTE
TRHR enhancer: TRH receptor (human) allosteric enhancement; P34981; TRHR cells, fluo-8 calcium fluorescence, EC20 TRH enhancement; enhancement, % at 2 µM; 360,000 tested, 0.66% active; AID 493056; in the data active = enhancement above about 30%; note: 0% is about no effect
Target sequence (P34981 whole entry, looked up): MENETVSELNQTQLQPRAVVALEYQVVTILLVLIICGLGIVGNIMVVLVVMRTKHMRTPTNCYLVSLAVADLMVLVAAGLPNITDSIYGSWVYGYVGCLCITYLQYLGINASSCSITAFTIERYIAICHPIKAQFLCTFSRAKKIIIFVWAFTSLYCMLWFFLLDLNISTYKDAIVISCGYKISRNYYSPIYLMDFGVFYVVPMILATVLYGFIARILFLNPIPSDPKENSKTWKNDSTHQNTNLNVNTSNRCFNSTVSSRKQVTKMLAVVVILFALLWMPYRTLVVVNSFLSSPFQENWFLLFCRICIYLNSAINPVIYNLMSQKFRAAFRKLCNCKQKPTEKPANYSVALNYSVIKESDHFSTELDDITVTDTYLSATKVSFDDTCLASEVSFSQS
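Enhancer read-out: after compound pinning and an initial kinetic agonist-mode read, an EC20 of TRH (10 nM final) was injected and fluo-8 calcium signal (Ex 480/Em 530) followed at 1 s/cycle for 100 cycles in TRHR-expressing cells.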
D2 ag: D2 dopamine receptor (human) agonism; P14416; HEK293 T-REx D2 cells, calcium flux agonist mode; activation, % at 2 µM; 340,000 tested, 0.53% active; AID 485358;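 active = activation over 3 SD above normal in the single-dose calcium agonist read, cut at about 30% in these data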; note: 0% is about no effect
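In this primary screen, compounds producing a positive calcium signal within 180 s of addition to tetracycline-induced, force-coupled HEK293 Trex D2 cells are flagged; cells are dye-loaded with a no-wash calcium kit beforehand.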
IDH1 R132H inh: human IDH1 R132H inhibition. O75874. IDH1-R132H enzyme, NADPH consumption, diaphorase/resazurin fluorescence. Potency, µM (titrated, usually from 76.6 µM), without a hit: at the highest dose activity change, negative = inhibition, usual class: inhibitors. 390,000 tested, 0.093% active; note: potency is the fitted concentration of half-maximal effect; % is set by controls: 0 for no effect and ±100 for the full control effect; nearly all actives have a fitted effect of over 65% in size
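IDH1-R132H (0.5 ug/mL) preincubated 30 min with compound, then NADPH (0.016 mM) and alpha-KG (2 mM) added; 80 min at RT, pH 7.5. Remaining NADPH coupled via diaphorase/resazurin to fluorescence (540/590 nm); concentration-response curves normalized to no-enzyme control.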
rTrxR1 inhibitor: inhibitors of rat thioredoxin reductase 1; O89049; recombinant rTrxR1, NADPH fluorescence consumption, selenite substrate; Potency, µM (doses to about 114 µM), for the others: at the highest dose activity change, negative = inhibition, most hits filed as inhibitors; 390,000 tested, 1% active; AID 588453; note: potency is the fitted concentration of half-maximal effect; % is set by controls: 0 for no effect and ±100 for the full control effect; nearly all actives have a fitted effect of over 65% in size
Target sequence (O89049 whole entry, looked up): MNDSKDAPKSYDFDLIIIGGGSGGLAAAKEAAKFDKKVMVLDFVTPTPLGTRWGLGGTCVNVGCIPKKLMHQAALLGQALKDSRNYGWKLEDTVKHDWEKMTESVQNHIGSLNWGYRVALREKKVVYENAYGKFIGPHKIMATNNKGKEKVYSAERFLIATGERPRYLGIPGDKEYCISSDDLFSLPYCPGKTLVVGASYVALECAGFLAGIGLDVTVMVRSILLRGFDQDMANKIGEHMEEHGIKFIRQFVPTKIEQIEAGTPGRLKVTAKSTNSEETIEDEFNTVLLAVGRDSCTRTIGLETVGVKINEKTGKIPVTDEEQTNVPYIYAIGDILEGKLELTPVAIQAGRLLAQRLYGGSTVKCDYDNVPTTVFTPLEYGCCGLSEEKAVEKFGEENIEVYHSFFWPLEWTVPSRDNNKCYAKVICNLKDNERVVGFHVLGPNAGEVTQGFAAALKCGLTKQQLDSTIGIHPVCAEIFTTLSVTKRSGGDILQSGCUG
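Rat TrxR1 (90 nM in the dispensed reagent) was pre-reduced with 400 uM NADPH for 5 min at room temperature, then incubated with compound for 15 min. After 400 uM selenite was added, NADPH fluorescence (Ex 340/Em 450 nm) was followed for 8 min.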
TrxR1 substrate: substrates of rat thioredoxin reductase 1. O89049. purified TrxR1 substrate turnover, NADPH consumption readout. Potency, µM (series often up to 114 µM), for the others: at the highest dose activity change, negative = substrate turnover. 390,000 tested, 0.01% active. AID 588456; note: potency is the fitted concentration of half-maximal effect; % is set by controls: 0 for no effect and ±100 for the full control effect; nearly all actives have a fitted effect of over 50% in size
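Rat TrxR1, dispensed at 90 nM, was prereduced with 400 uM NADPH (final) for 5 min at ~22 deg C, then incubated with compound 15 min before 400 uM selenite. A first-read NADPH fluorescence drop versus no-compound background flagged substrates.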
TRHR ag: TRH receptor (human) agonism. 360,000 tested, 0.18% active. TRHR cells, calcium flux fluo-8, FDSS agonist mode. AID 493084. activation, % at 2 µM. P34981; in the data active = activation above about 30%; note: 0% is about no effect
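TRHR-expressing cells loaded with fluo-8 calcium dye; 23 nL library compound pin-transferred, kinetic FDSS fluorescence (Ex 480/Em 530) recorded about 180 s for agonist-induced calcium release, before a 10 nM TRH EC20 addition for potentiator mode.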
USP1 inh: USP1/UAF1 (human) deubiquitinase inhibition; O94782; recombinant USP1/UAF1, Ub-Rhodamine cleavage fluorescence; Potency, µM (titrated, usually from 57.1 µM), for inactives: at the highest dose activity change, negative = inhibition, hits mostly inhibitors; 390,000 tested, 0.23% active; AID 743255; note: potency is the fitted concentration of half-maximal effect; % is set by controls: 0 for no effect and ±100 for the full control effect; nearly all actives have a fitted effect of over 60% in size; inactives centre near -12
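In this screen, compounds sit with the deubiquitinase complex (1nM) for 15 min at room temperature before Ub-Rho is added at 150nM final. Fluorescence rise is then followed for 6 reads every 60 seconds.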
D2 antag: antagonizes the human D2 dopamine receptor | HEK293 TREx D2 cells, calcium flux, dopamine EC80 | 340,000 tested, 2% active | P14416 | inhibition, % at 10 µM; in the data active = inhibition above about 30%; note: 0% is about no effect
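Cells plated overnight at 30 C with tetracycline; no-wash calcium dye, 30–90 min RT; 10 s baseline; compound pinned; 180 s read; EC80 dopamine added; another 180 s read.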
* hit, by the source's call; ? = inconclusive; nt = not tested or not shown; & = joins results of further samples; [ ] = remark or other dose. Unless noted, calls come from the whole dose curve; as a rule, active = well fitted inhibition curve with a large enough effect; inconclusive = small, poorly fitted or top-dose-only effect; inactive = no such curve, though single readings can be large or run the other way.

SMILES,USP1 inh,D2 antag,D2 ag,TRHR ag,TrxR1 substrate,rTrxR1 inhibitor,IDH1 R132H inh,Pin1 inh,TRHR enhancer
COc1ccccc1Nc1nnc(SCc2cc(=O)n3cc(C)ccc3n2)s1,-15%,9,-1.3,-1.3,-9%,5%,16%,6%,9
O=C1CCCN2N=C(SCC(=O)Nc3cccc(Cl)c3)SC2=N1,-6%,2,-2.0,-0.8,14%,30%,14%,6%,7
CCC(C)NS(=O)(=O)c1ccc(NC(=O)c2cccs2)cc1 (configuration not stated),-9%,-8,0.1,-0.9,-3%,4%,-13%,-4%,4
CCn1c(=O)c(=O)n(CC)c2cc(N3CCCCC3)c(NC(=O)c3cccc(F)c3)cc21,-1%,nt,-0.1,-0.8,6%,16%,-7%,5%,4
CCN(CC)CCNC(=O)c1cn(CC)c2ccc(S(=O)(=O)N(C)C3CCCCC3)cc2c1=O,-20%&-31%,-25,0.0&0.4,-0.2&0.1,1%&2%,3%&16%,15%&0%,3%&-5%,0&-4
CCOC(=O)c1c(C)[nH]c(C(=O)OCC(O)=C(C#N)c2nc3ccccc3[nH]2)c1C,?,nt,nt,nt,2%,16%,-21%,48%[activator],nt
CC(NC(=O)Nc1ccccc1O)(C(F)(F)F)C(F)(F)F,-5%,13,0.8,0.6,-6%,-10%,-2%,2%,0
COc1cc(C(=O)N2CCN(C(=O)Cc3ccccc3)CC2)cc(OC)c1OC,-20%,10,0.1,0.3,7%[57.1 µM],11%[57.1 µM],-3%,7%,6
Cc1ccc2c(c1)c(=O)c(C(=O)c1ccncc1)cn2CC(=O)Nc1ccccc1Cl,-30%,nt,0.6,0.1,7%[57.1 µM],31%[57.1 µM],7%,30%,-5
COc1cccc(C2(CSc3nnc(-c4cc(OC)c(OC)c(OC)c4)o3)OCCO2)c1,-13%,4,-0.5,-0.4,5%,16%,2%,?,4
COC(=O)c1cc(C)sc1NC(=O)c1ccco1,-11%,-4,0.3,0.5,12%,-1%,2%,1%,-3
COc1ccc(N2CCN(C(=O)COC(=O)c3ccc(CSC)o3)CC2)cc1,-9%,20,0.4,0.8,6%,13%,4%,0%,-2
O=C(N=C1SC2CS(=O)(=O)CC2N1c1ccc(Cl)c(Cl)c1)C1CCCO1 (configuration not stated),-19%,nt,nt,0.1,1%,19%,0%,-11%,-3
COc1cccc(NCc2cc3c(C(C)(C)C)nn(-c4ccccc4)c3[nH]c2=O)c1,-15%,0,0.1,-0.5,3%[57.1 µM],-12%[2.29 µM],-4%,?,29
COC(=O)c1cc2c(ccn2-c2ccc(F)cc2)n1CC(=O)OC(C)C,-26%,16,-0.6,-1.5,12%,34%,-1%,3%,-1

(more compounds)
SMILES,USP1 inh,D2 antag,D2 ag,TRHR ag,TrxR1 substrate,rTrxR1 inhibitor,IDH1 R132H inh,Pin1 inh,TRHR enhancer
CC(NCc1cc(Br)ccc1OCC(N)=O)C12CC3CC(CC(C3)C1)C2 (configuration not stated),-22%,-14,1.1,1.1,3%,27%,-5%,4%,2
CC(=O)Nc1ccccc1NS(=O)(=O)c1ccccc1NO,nt,nt,nt,-0.4,4%,19%,nt,2%,6
COc1ccc(C(=O)O/N=C(\N)c2ccccc2)c(OC)c1,-24%,0,-1.0,-0.7,1%,18%,3%,5%,-7
COc1ccc(NC(=O)CCN2C(=O)C3CC=CCC3C2=O)cc1S(=O)(=O)N1CCCCC1 (configuration not stated),-1%,-4,-0.7,0.3,-11%,-15%,2%,1%,4
O=C(Nc1ccc(NC(=O)C2CCCCC2)nc1)c1cccc(F)c1,-9%,1,4.9,11,-1%,-6%,9%,-2%,-1
O=C(NCCCN1CCN(c2ccccc2)CC1)c1ccc2nc(Cc3ccccc3)oc2c1,-18%,nt,nt,0.1,-5%[57.1 µM],21%[57.1 µM],0%,0%,-6
CCC(C)C(=O)Nc1cccc(SC)c1 (configuration not stated),nt,-8,0.0,-0.3,nt,nt,nt,nt,-2
NC(=O)NC1CCCc2c1[nH]c1ccc(Cl)cc21 (configuration not stated),-9%,-2,0.8,0.4,-16%,?,-9%,3%,1
COc1cccc(OC)c1C(=O)OCC(=O)Nc1cccnc1Cl,-3%,12,-0.4,-0.2,7%[57.1 µM],3%[57.1 µM],0%,-3%,0
COc1ccc(OC)c2c1sc(=NC(=O)c1ccco1)n2C,-19%,-7,0.0,-0.2,18%[57.1 µM],-5%[57.1 µM],0%,38%[activator],-1
CCN=C1SC(C(=O)Nc2ccc(Cl)c(Cl)c2)CC(=O)N1CC (configuration not stated),-9%,-10,0.4,0.8,3%,11%,0%,-1%,3
C#CCOc1ccccc1CNC1CCN(Cc2ccccc2)CC1,0%,-11,0.7,1.7,1%,18%,-6%,-14%,-10
Cc1ccc(NC(=O)c2cccn2-c2nnc(N3CCCCC3)s2)cc1Cl,-3%,nt,-0.6,-0.3,2%[57.1 µM],24%[57.1 µM],-3%,7%,2
O=C(Nc1nccs1)C1CCN(S(=O)(=O)c2ccc(Cl)c(C(F)(F)F)c2)CC1,-10%,4,0.9,0.1,-3%,2%,-5%,-10%,0
CN(Cc1cccc(F)c1)C(=O)CN1CCN(S(=O)(=O)c2ccc3c(c2)OCCCO3)CC1,-19%,3,0.1,-1.5,-1%,2%,0%,-1%,3

Exported with values under each structure: three of the compounds above
Below each compound – USP1 inh, D2 antag, D2 ag, TRHR ag, TrxR1 substrate, rTrxR1 inhibitor, IDH1 R132H inh, Pin1 inh, TRHR enhancer
- O=C(NCCCN1CCN(c2ccccc2)CC1)c1ccc2nc(Cc3ccccc3)oc2c1
 : -18%, nt, nt, 0.1, -5%[57.1 µM], 21%[57.1 µM], 0%, 0%, -6
- CCC(C)C(=O)Nc1cccc(SC)c1 (configuration not stated)
 : nt, -8, 0.0, -0.3, nt, nt, nt, nt, -2
- NC(=O)NC1CCCc2c1[nH]c1ccc(Cl)cc21 (configuration not stated)
 : -9%, -2, 0.8, 0.4, -16%, ?, -9%, 3%, 1

Continuation:
SMILES,USP1 inh,D2 antag,D2 ag,TRHR ag,TrxR1 substrate,rTrxR1 inhibitor,IDH1 R132H inh,Pin1 inh,TRHR enhancer
Cc1cc(OCC(=O)NCC(c2ccc(F)cc2)N2CCOCC2)ccc1Cl (configuration not stated),-6%,-5,0.4,7.3,3%,10%,3%,2%,-1
CC(C)C(C(=O)Nc1ccc(S(N)(=O)=O)cc1)N1C(=O)c2ccccc2C1=O (configuration not stated),-15%,9,2.0,2.3,10%[57.1 µM],5%[57.1 µM],1%,-1%,3
Cc1c(NC(=O)CSC(=S)N2CCCC2)c(=O)n(-c2ccccc2)n1C,-13%,23,-1.0,0.0,-3%,8%,2%,-1%,1
CC(C)[C@@H](N)C(=O)NC[C@H]1O[C@@H](n2cnc3c(N)ncnc32)[C@H](O)[C@@H]1O,-2%,nt,nt,nt,-4%,4%,-2%,3%,nt
CCOC(=O)C1CCN(C(=O)c2ccccc2NC(=O)C2=C(C)OCCS2)CC1,-18%,-16,0.0,0.2,3%,22%,-18%,0%,-1
COc1ccc(C(=O)NC(=S)Nc2ccc(N3CCN(C(C)=O)CC3)cc2)cc1[N+](=O)[O-],-6%,-12,1.4,0.2,9%[57.1 µM],-65%,-1%,-7%,1
COC(=O)c1cc(Cl)c(N)cc1OC,-8%,-11,-0.1,1.3,6%,10%,0%,1%,-2
Cc1ccnc(NC(=O)CSc2nnc3c(n2)[nH]c2ccccc23)c1,nt,8,14,-1.3,nt,nt,nt,nt,2
COc1ccc(C(=O)C2CCN(C(=O)Nc3ccccc3C)CC2)cc1,1%,3,0.5,1.1,7%[0.0914 µM],4%[57.1 µM],-8%,-4%,-5
Cc1ccc(F)c([C@H]2[C@@H]3C=CCC[C@@]3(C)C(=O)N2Cc2ccccc2)c1,-21%,3,0.2,0.6,-1%,-22%,-13%,?,-2
CC(C)C(OC(=O)c1cc2sccc2n1C)C(=O)NCC1CCCO1 (configuration not stated),-13%,-4,0.5,-0.2,8%,17%,0%,0%,-9
CN1C(=S)SC2CS(=O)(=O)CC21C (configuration not stated),-9%,-2,0.0,0.8,-4%,2%,-6%,2%,-3
Cc1nc2ccccc2c2c(N)c3ccccc3n12,-21%,6,0.4,1.4,5%[57.1 µM],9%[57.1 µM],-17%,?,5
Cc1ccc2c(c1)N(CCC(=O)NCc1cccnc1)C(=O)CO2,4%,14,0.5,0.3,-8%,-10%,6%,-1%,2
CN(C)c1oc(-c2ccccc2Cl)nc1S(=O)(=O)c1ccccc1,-25%,-4,-2.6,-0.3,4%,?,-3%,?,-8

(continued)
SMILES,USP1 inh,D2 antag,D2 ag,TRHR ag,TrxR1 substrate,rTrxR1 inhibitor,IDH1 R132H inh,Pin1 inh,TRHR enhancer
O=C1C(=O)N(CCN2CCOCC2)C(c2ccc(Cl)c(Cl)c2)/C1=C(/O)c1ccc2c(c1)OCO2 (configuration not stated),-2%,13,0.2,-0.5,-8%,-23%,0%,2%,0
O=C(O)CCC(=O)N1N=C(c2ccco2)CC1c1cccs1 (configuration not stated),-6%,18,0.2,-0.6,-9%,8%[57.1 µM],-1%,-1%,-1
COc1cc(CN(C(=O)c2ccccc2Br)c2ccccn2)cc(OC)c1OC,-26%,nt,1.1,-0.1,-3%,14%,7%,-10%,3
COC(=O)C1C(C(=O)OC)C1(c1ccccc1)c1ccccc1 (configuration not stated),0%,-4,-0.8,0.0,0%[57.1 µM],-7%[57.1 µM],-2%,1%,3
Cc1ccc(NC(=O)c2ccc3c(=O)n4c(nc3c2)CCCCC4)cc1F,-16%,-22,-1.6,-0.4,4%,30%,-7%,0%,-2
CCC(C)n1c(-c2cccc(S(=O)(=O)N(CC)CC)c2)n[nH]c1=S (configuration not stated),-19%,-4,-0.7,0.0,12%[57.1 µM],-1%[57.1 µM],-1%,1%,5
c1ccc2c(CNn3cnnc3)cccc2c1,-17%,-3,1.1,-0.6,9%[57.1 µM],10%[57.1 µM],0%,-4%,3
c1ccc(Nc2nc(-c3cccnc3)cs2)nc1,-5%,-4,0.8,0.7,-9%,-8%,-6%,-8%,1

The list is partial; the hit share may differ from the screen's.
